# TRPC4 inh – TRPC4 (mouse) channel inhibition | Q9QUQ5 | HEK293 TRPC4beta/mu-opioid, DAMGO-evoked Fluo4 calcium flux; hits give low values | B-score at 10 µM | 300,000 compounds, 0.39% hits;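 active = B-score over 3 SD under the library average, no early fluorescence shift, positive overall ratio signal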
# Target sequence (Q9QUQ5 whole entry, looked up): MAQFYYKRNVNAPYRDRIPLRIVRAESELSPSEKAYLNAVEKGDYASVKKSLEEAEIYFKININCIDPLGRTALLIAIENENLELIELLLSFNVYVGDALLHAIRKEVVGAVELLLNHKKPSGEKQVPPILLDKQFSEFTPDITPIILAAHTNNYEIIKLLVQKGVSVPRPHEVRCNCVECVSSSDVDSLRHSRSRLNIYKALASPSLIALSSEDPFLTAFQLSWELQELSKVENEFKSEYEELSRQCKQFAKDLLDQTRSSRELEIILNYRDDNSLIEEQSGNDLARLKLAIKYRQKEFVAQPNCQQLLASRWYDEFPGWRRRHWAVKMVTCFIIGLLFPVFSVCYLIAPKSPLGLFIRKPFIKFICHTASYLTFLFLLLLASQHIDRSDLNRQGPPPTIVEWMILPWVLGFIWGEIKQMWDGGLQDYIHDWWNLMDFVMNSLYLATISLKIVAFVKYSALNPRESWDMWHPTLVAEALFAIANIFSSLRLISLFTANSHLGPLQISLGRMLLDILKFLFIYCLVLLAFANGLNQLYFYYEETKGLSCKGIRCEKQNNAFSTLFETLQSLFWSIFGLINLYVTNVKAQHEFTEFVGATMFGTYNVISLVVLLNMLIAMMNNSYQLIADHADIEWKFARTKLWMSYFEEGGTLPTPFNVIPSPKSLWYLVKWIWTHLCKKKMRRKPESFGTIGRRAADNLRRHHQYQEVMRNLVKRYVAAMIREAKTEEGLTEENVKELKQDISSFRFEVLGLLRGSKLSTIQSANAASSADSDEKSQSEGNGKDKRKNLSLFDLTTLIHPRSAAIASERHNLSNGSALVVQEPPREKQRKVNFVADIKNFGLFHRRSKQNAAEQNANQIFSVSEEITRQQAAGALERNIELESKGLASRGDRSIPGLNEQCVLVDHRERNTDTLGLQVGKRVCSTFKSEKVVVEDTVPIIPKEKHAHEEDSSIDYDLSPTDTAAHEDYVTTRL
#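 material = TRPC4beta/mu-opioid receptor HEK293 cell line | probe or stimulus = sequential submaximal and maximal DAMGO stimulation | compound dosing = one concentration per compound | measured by = Fluo4 Ca2+ flux fluorescence | evaluation = integrated fluorescence ratio relative to baseline, converted to per-well B score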
# TRPC6 act – activates the mouse TRPC6 cation channel | Q61143 | HEK293-TRPC6 membrane potential dye fluorescence; hits give high values | B-score at 10 µM | 310,000 compounds, 0.13% hits;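 active = B-score of the integrated fluorescence ratio above library mean plus 3 SD, and starting fluorescence ratio within library mean plus 5 SD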;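 note: higher score means more depolarization so channel activation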
# TRPC4 PAM – allosterically enhances the mouse TRPC4 cation channel. 310,000 compounds, 0.42% hits. HEK293 TRPC4beta/mu-opioid, DAMGO EC20, Fluo-4 Ca2+ flux; hits give high values. B-score at 10 µM. AID 2227;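 active = B-score of calcium response area above 5 SD of library B-scores, with initial fluorescence ratio within 5 SD of library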;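 note: B-score of integrated fluorescence ratio over time as area under calcium response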
# IEC-6 tox – kills IEC-6 intestinal cells in KLF5 counter-screen. IEC-6 cytotoxicity, luminescence viability. inhibition, % at 5 µM. 290,000 compounds, 0.78% hits; in the data active = inhibition above about 22%;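 note: 0% = plate median of test compound wells and 100% = cytotoxic reference compound wells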
# aSyn 5UTR inh – 5' untranslated region of α-synuclein, MLPCN primary screen; alpha-synuclein 5'UTR reporter, inhibitor activity; inhibition, % (tested at 7.5 µM); 300,000 compounds, 0.82% hits; AID 1813; in the data active = inhibition above about 60%;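 note: H4 neuroglioblastoma cells stably carrying SNCA 5'UTR luciferase fusion; 0% = DMSO wells and 100% = positive control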
# KLF5 inh – kruppel-like factor 5 inhibition. DLD-1 KLF5 promoter-luciferase reporter, luminescence. AID 1700. inhibition, % at 5 µM. 290,000 compounds, 0.23% hits;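 active = inhibition above a per-plate limit of that plate's mean compound inhibition plus 3 SD, cut at about 60% in these data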;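 note: 0% = DMSO wells and 100% = LY294002 at 200 µM; higher means less KLF5 promoter-driven luciferase light; inactives centre near -14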
# TRPC6 inh – inhibitors of mouse TRPC6 channel. Q61143. HEK293-TRPC6, membrane potential dye, ACh-evoked depolarization; hits give low values. B-score at 10 µM. 310,000 compounds, 1.1% hits;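 active = B-score under library mean minus 3 SD, initial fluorescence not abnormally high, positive integrated signal ratio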;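 note: B-score derived from integrated fluorescence ratio over the kinetic read; more negative B-score means stronger inhibition of depolarization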
# SKKanGAS inh – SKKanGAS growth inhibition. AID 1662. inhibition, % at 7.5 µM. 300,000 compounds, 1.3% hits. S. pyogenes SKKanGAS, kanamycin growth, BacTiter-Glo, 6 h;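 active = mean replicate score, as percent of positive control median, at least 50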;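 note: strain carries kanamycin resistance gene driven by streptokinase promoter and grows in 40 µg/ml kanamycin; loss of luminescence reflects streptokinase promoter inhibition or plain growth inhibition; 0% = median of DMSO wells and 100% = positive control at its reference dose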
# HIF act – HIF pathway transcriptional activation; activation, % at 7.5 µM (by protocol); 300,000 compounds, 0.32% hits; U2OS HRE-luciferase reporter, luminescence; normalized: DMSO 0%, desferrioxamine 100%;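 active = mean activation of at least 10% of the iron chelator positive control signal, with at least half of replicates also reaching 10%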
# TRPC4 act – opens the mouse TRPC4 cation channel. HEK293 TRPC4beta/mu-opioid, Fluo4 calcium fluorescence; hits give high values. AID 2237. 310,000 compounds, 0.49% hits. B-score at 10 µM;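 active = B-score above 5 SD of library B-scores, and initial fluorescence ratio not above library mean plus 5 SD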;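 note: positive B-score marks a calcium rise read as TRPC4 activation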
#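 Material: TRPC4beta and mu-opioid receptor HEK293 stable cells | Incubation: 45 min room-temperature Fluo4 loading, 110 s read | Detection: Kinetic Fluo4 calcium fluorescence | Measure: Integrated baseline-normalised fluorescence ratio, converted to per-well B score | Benchmarks: Low control buffer alone, high control maximal DAMGO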
# MrgX1 antagonist – antagonists of human MrgX1 receptor. Q96LB2. MRGX1-HEK293 calcium flux, Fluo-4, BAM8-22 antagonism; hits give low values. B-score at 10 µM. 310,000 compounds, 1.3% hits;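 active = calcium-response B-score plate-corrected more than 3 library SD below zero, starting fluorescence within 5 deviations, no agonist response on first addition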;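 note: peak minus trough fluorescence over baseline after final BAM8-22 challenge near maximal dose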
# An asterisk follows results filed as active; i = inactive; . = not tested or not shown; & = joins results of further samples.
SMILES,TRPC4 inh,TRPC6 act,TRPC4 PAM,IEC-6 tox,aSyn 5UTR inh,KLF5 inh,TRPC6 inh,SKKanGAS inh,HIF act,TRPC4 act,MrgX1 antagonist
CCOC(=O)N1CCN(Cc2nc3cc([N+](=O)[O-])ccc3n2CC)CC1,i,i,i,-2,-7,-11,i,0,0.9,i,i
COc1cc2c(cc1OC)CN(C(=O)/C=C/c1ccccc1[N+](=O)[O-])CC2,i,i,i,24*,-52,15,i,2,2.8,i,i
CCCN1CCN(C(=O)Nc2ccc(OCC)cc2)CC1,i,i,i,5,-9,15,i,2,-0.2,i,i
COc1ccc(OCCCC(=O)Nc2cccc(C(C)=O)c2)cc1,i,i,i,89*,2,-20,i,0,-0.1,i,i
Cc1cc(F)ccc1S(=O)(=O)N1CCCOC1CNC(=O)C(=O)NC1CCCC1 (stereo not drawn),i,i,i,-7,7,-19,i,3,-0.3,i,i
COc1ccc(/C(C)=N/OCC(=O)N2CC3(C)CC2CC(C)(C)C3)cc1 (stereo not drawn),i,i,i,7,2,-25,i,-4,-0.7,i,i
CCNC(=O)NC(=O)CSc1nc2ccccc2n1CC(C)C,i,i,i,10,24,-7,i,-2,-0.2,i,i
Cc1c(C#N)c(SCC(N)=O)nc2c1CCCC2,i,i,i,-3,1,7,i,-2,-0.5,i,i
CCOC(=O)c1c(NC(=O)CSc2nc3ccccc3o2)sc(C(C)=O)c1C,i,i,i,-3,-63,-24,i,11,0.5,i,i
COC(=O)c1ccc(N)nc1,i,i,i,2,-79,-23,i,6,2.6,i,i
COC(=O)C1=C(C)NC(=O)C1(NS(=O)(=O)c1ccc(C)cc1)C(F)(F)F (stereo not drawn),.,i,i,-5,5,-6,i,-4,-0.3,i,i
COCCNC(=O)c1cc(OC)c(OC)cc1[N+](=O)[O-],i,i,i,-7,16,-42,i,-6,0.1,i,i
Cc1ccc(C)c(NCCC#N)c1,i,i,i,2,10,-7,i,1,-0.4,i,i
COc1cc(OC)cc(-c2nc3nc(C)c(CCC(=O)O)c(C)n3n2)c1,i,i,i,-2,10,-3,i,2,-1.0,i,i
COc1cccc(/C=N/NC(=O)c2c(-c3ccccc3)noc2C)c1,i,i,i,-4,7,-14,i,0,-0.3,i,i
CC(Oc1ccccc1)C(=O)Nc1nc2c(s1)C(=O)CC(C)(C)C2 (stereo not drawn),i,i,i,-4,-38,-17,i,-4,0.0,i,i
CCc1nnc(NC(=O)CCC(=O)N2CCN(c3cc(C)ccc3C)CC2)s1,i,i,i,2,-25,-7,i,33,0.0,i,i
C=CCn1c(CSc2ccc(C)cc2)n[nH]c1=S,i,i,i,-1,4,-21,i,0,0.2,i,i
CC1(C)CC(=O)c2cnc(N3CCc4ccccc4C3)nc2C1,i,i,i,-5,-218,-47,i,-4,.,i,i
CCOC(=O)Cn1c2c(c(=N)c3ccccc31)CCC2,i,i,i,-2,-11,-21,i,-4,-0.9,i,i
CC(C)COc1nc2ccccc2c(=O)n1OCC(=O)O,i,i,i,2,13,-19,i,-7,-0.2,i,i
CCCCn1c(CN2CCN(c3cccc(Cl)c3)CC2)nc2c1c(=O)[nH]c(=O)n2C,i,i,i,44*,39,27,i,14,0.6,i,i
CCOC(=O)c1ccc(NC(=O)N2CC(C)OC(C)C2)cc1 (stereo not drawn),i,i,i,0&2,-3,-13&-12,i,-1,-0.1,i,i
CC(=O)c1ccc(COC(=O)c2ccccc2NC(=O)C(C)C)cc1,i,i,i,1,10,-15,i,6,0.2,i,i
O=C(COc1ccccc1CNCc1ccccc1)Nc1ccccc1,i,i,i,1,-91,-4,i,-1,0.4,i,i

# Going on with the list.
SMILES,TRPC4 inh,TRPC6 act,TRPC4 PAM,IEC-6 tox,aSyn 5UTR inh,KLF5 inh,TRPC6 inh,SKKanGAS inh,HIF act,TRPC4 act,MrgX1 antagonist
Cc1ccc(C2NC(=O)c3c(sc4c3CCN(C)C4)N2)o1 (stereo not drawn),i,i,i,3,-31,-22,i,8,1.0,i,i
O=C(/C=C/c1ccc(F)cc1)NCCCN1CCN(CCCNC(=O)/C=C/c2ccc(F)cc2)CC1,i,i,i,-1,15,1,i,-2,-0.5,i,i
Cc1cc(NC(=O)c2cccc(C(=O)Nc3cc(C)on3)n2)no1,i,i,i,-1,-11,-7,i,-19,-0.6,i,i
COc1ccccc1/C=C/C=N/Nc1cccc(C(=O)O)c1,i,i,i,7,-119,-52,i,0,0.1,i,i
COc1ccccc1Cn1c(=S)[nH]c2cc(C(=O)N3CCCC3)ccc2c1=O,i,i,i,6,9,-28,i,-6,0.0,i,i
CCn1cc(CN2CCCC(C(=O)Nc3ccc(-c4cscn4)cc3)C2)c(C)n1 (stereo not drawn),i,i,i,-3,-7,-24,i,-2,0.7,i,i
O=C1CCC(/C=C/c2ccccc2)=NN1Cc1ccc(F)cc1,i,i,i,-3,-8,10,i,-1,0.0,i,i
O=C(O)c1ccccc1-c1ccccc1C(=O)Nc1cccc(O)c1,i,i,i,-5,11,-8,i,-5,0.0,i,i
CC(C)SCCCOc1ccc(C(C)(C)C)cc1,i,i,i,-2,-16,-38,i,-2,0.6,i,i
Cn1c(NC(=O)c2ccc(S(=O)(=O)N3CCCCC3)cc2)cc(=O)n(C)c1=O,i,i,i,-12,3,-33,i,-16,-0.4,i,i
Cc1nn(CCc2nn[nH]n2)c2nc(-c3ccc(C4CCCCC4)cc3)cc(C(F)(F)F)c12,i,i,i,0,-30,3,i,104*,-0.1,i,-21*
CCn1cnc2sc(-c3ccccc3)cc2c1=O,i,i,i,2,-130,-134,i,0,1.6,i,i
CN(C)c1ccc(P(=O)(Nc2ccccc2)N2CCOCC2)c(NC(=O)c2cccs2)c1 (stereo not drawn),i,i,i,2,-100,-12,i,0,0.7,i,i
Fc1ccc(-c2cnc(-c3cccs3)o2)cc1,i,i,i,1,-148,-56,i,-3,6.0,i,i
Cc1cc(N2CCN(C)CC2)nc2ccc(NC(=S)N3CCN(c4ccccn4)CC3)cc12,i,i,i,1,-5,-25,i,3,1.2,i,i
CC(=O)c1ccc(N=C2SCCCN2C(=O)C2CCCCC2)cc1,i,i,i,3,-3,-4,i,-1,-0.4,i,i
CCN(CC)CCCN1C=C2C(=O)C(C)(OC(=O)CCC(=O)OC)C(=O)C=C2C=C1C1CC1 (stereo not drawn),i,i,i,.,22,.,i,-1,-0.1,i,-5.5*
Cc1cccc(N(CC(=O)Nc2c(C)n(C)n(-c3ccccc3)c2=O)S(C)(=O)=O)c1C,i,i,i,-1,14,-13,i,5,0.1,i,i
CC1CC(C)CN(C(=O)c2ccccc2Nc2ccc(SC(F)F)cc2)C1 (stereo not drawn),i,i,i,-4,10,-42,i,8,-0.1,i,i
COc1ccc(-c2nnc3ccc(SC(C(C)=O)C(C)=O)nn23)cc1OC,i,i,i,-1,23,7,i,5,-0.8,i,i
CCCCCCCCc1nc(SCC(C)=O)n[nH]1,i,i,i,8,26,-33,i,-5,-0.3,i,i
O=C(NCc1ccc(N2CCCC2=O)cc1)Nc1ccccc1,i,i,i,-1,2,-35,i,-5,-0.6,i,i
O=C1CC2(CCN(C(=O)COc3ccc(Cl)cc3)CC2)Oc2ccccc21,i,i,i,.,9,.,i,-14,-0.1,i,i
CCOC(=O)NNc1ccccc1,i,i,i,0,4,5,i,3,-0.5,i,i
COc1ccc(-c2cc(C(F)(F)F)c(C#N)c(SCC(=O)Nc3ccccc3C#N)n2)cc1,i,i,i,1,17,-43,i,2,0.0,i,i

# Further structures follow:
SMILES,TRPC4 inh,TRPC6 act,TRPC4 PAM,IEC-6 tox,aSyn 5UTR inh,KLF5 inh,TRPC6 inh,SKKanGAS inh,HIF act,TRPC4 act,MrgX1 antagonist
Cc1cccc(N2C(=O)C3C(c4ccccc4)OC4(C(=O)c5ccccc5C4=O)C3C2=O)c1 (stereo not drawn),i,i,i,-3,-66,-35,i,-14,0.1,i,i
C[N+]1(CC(=O)OCCCC2CCCCC2)CCCC1,i,i,i,2,-17,-29,i,-1,0.0,i,i
COc1ccc(-c2cc(-c3cccs3)nc3sc(C#N)c(N)c23)cc1,i,i,i,-5,-19,-3,i,2,0.7,i,i
CCCC(=O)NC(=S)Nc1cccc(NC(=O)c2ccc(Cl)cc2Cl)c1,i,i,i,2,44,4,i,10,-0.4,i,i
COc1ccc(/C=C/C(=O)Oc2ccc(C=O)cc2OC)cc1,i,i,i,.,1,.,i,7,-1.7,i,i
CCOc1cccc(C2C(C(=O)c3ccc(C)o3)=C(O)C(=O)N2Cc2ccccc2)c1 (stereo not drawn),i,i,i,-8,3,-23,i,32,1.5,i,.
CNC(=S)N/N=C(\C)c1cccc(C(F)(F)F)c1,i,i,i,0,-2,-12,i,-4,-0.6,i,i
N#CCCN(C(=O)COC(=O)COc1ccc(Cl)cc1)c1ccccc1,i,i,i,7,2,4,i,1,0.0,i,i
CCCCn1c2nc3ccccc3nc2c2c(=O)n(C(C)CC)cnc21 (stereo not drawn),i,i,i,-5,22,-23,i,26,0.4,i,i
Cc1ccc(NC(=O)N2CCC(NC(=O)c3cccc(F)c3)CC2)cc1,i,i,i,8,16,-16,i,2,-0.3,i,i
CN(C)CCCNC(=O)c1cc(C(=O)c2c(Cl)cccc2Cl)c[nH]1,i,i,i,1,-5,-28,i,2,0.9,i,i
Cc1ccc(S(=O)(=O)N2CCCCC2)cc1NC(=S)NC(=O)c1ccco1,i,i,i,5,30,-9,i,11,0.0,i,i
Cc1ccc(S(=O)(=O)N2CCCCC2)cc1C(=O)Nc1ccc2cn[nH]c2c1,i,i,i,3,14,-26,i,4,-0.3,i,i
CSCc1ccc(C(=O)N2CCCC(Nc3ccc4c(c3)OCCO4)C2)o1 (stereo not drawn),i,i,i,1,1,-34,i,0,0.3,i,i
O=C(O)C[C@H]1c2cc(F)ccc2S(=O)(=O)N1C1CCCC1,.,i,i,.,0,.,i,2,-0.3,i,i
Cc1ccc(N=Nc2c(N)[nH]n3c(=O)cc(C)nc23)cc1,i,i,i,22*,-54,-26,i,6,0.5,i,i
O=c1c2ccc([N+](=O)[O-])cc2ncn1CCOc1ccc(Cl)cc1,i,i,i,9,-25,-18,i,5,-0.4,i,i
